# Autophagy mod: autophagy modulators in MEF cells, primary screen, imaging, high-content, MEF GFP-LC3; MEF GFP-LC3 puncta imaging; test concentration mostly 10 µM; calls only at 10 µM (by protocol); 190,000 tested, 0.98% active;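 active means percentage of spot-positive cells more than 3 SD above its plate mean, without a fluorescence outlier flag or 80% toxicity; inconclusive means no clear call, values can overlap the other calls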;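 further: spot-positive cell cutoff set from DMSO-treated cells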
# MT stabilizer: microtubule stabilizers in HeLa cells, primary screen, imaging, high-content imaging; HeLa tubulin immunostaining HCS, 24 h; share of cells brighter than vehicle mean+2SD; % tubulin-high responders, % at 10 µM; 200,000 tested, 0.83% active; AID 2205, 2009;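 active means plate Z-score above 3 for both tubulin-high and condensed-nucleus cell shares, with cell loss under 80%, at 10 µM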;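 further: anti alpha tubulin signal scored within the nucleus-defined area of each cell; some results filed as inactive read as strong as hits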
# ER stress rescue: rescue of cells from ER stress-induced death, primary screen, 384-well, CSM14.1, thapsigargin, ATP luminescence (AID 1222) | one-dose cellular ATP content (survival), % at 20 µM; EC50 in µM for titrated hits | 190,000 tested, under 10 active | CSM14.1 thapsigargin-induced death rescue, ATP luminescence; higher % means a stronger effect;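 active means EC50 below 50 µM in the dose-response confirmation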;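 further: death triggered by thapsigargin at about 15 µM added after 2 h compound pretreatment; cell ATP read after overnight thapsigargin exposure of roughly 18 to 22 hours; normalized against plate controls of thapsigargin alone and 5% DMSO vehicle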
# Dynein transport: inhibitors of GR-EGFP nuclear translocation, primary screen, dynein cargo transport inhibitor project, imaging, high-content, 3617.4 mouse cells; test concentration mostly 20 µM; stimulated with dexamethasone, 1 µM; hits give low values; z-score, hits read low; 220,000 tested, 0.47% active; AID 1381, 2008;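 active means plate z-score of nuclear minus cytoplasmic receptor signal below a set negative limit, without overly bright fluorescence or cell loss, cut at about -3.5 in these data, passing the limit was not always enough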;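 further: z-score of nuclear minus cytoplasmic ring GR-EGFP intensity difference per well; some compounds called inactive have numbers as strong as hits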
#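 Buffer or medium: tetracycline-free induction medium containing charcoal-stripped FBS / Reagent: dexamethasone agonist, 1.0 µM final, for 30 min / Technique: automated 10x imaging of fixed Hoechst-stained cells / Times: induction 48 h, compound 1 h, agonist 30 min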
# XIAP antagonists: XIAP antagonists, biochemical, IAP family, fluorescence polarization (AID 1018) | 200,000 tested, 0.007% active | XIAP BIR domain, fluorescence polarization peptide displacement; higher % means a stronger effect | displacement, % at 20 µM; hits with a dose series show IC50 in µM | E3 ubiquitin-protein ligase XIAP (Homo sapiens); in the data active means displacement above about 50%; further: a part of the inactive calls stands beside numbers as strong as those of hits
# Lipid droplet: inhibitors of hepatocyte lipid droplet formation, primary screen, imaging, high-throughput imaging, BODIPY stain; inhibition, % at 6.5 µM; AID 1656, 2009; AML12 mouse hepatocytes, oleate lipid droplets; 240,000 tested, 0.4% active;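 active means lipid droplet intensity inhibited by at least 50%, with more than 500 cells counted; inconclusive means wells with under 300 cells, treated as cytotoxic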
#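 Material – AML12 mouse liver cells · Also added – oleate loading, 100 µM · Compound dosing – 6.5 µM single-point dosing · Times – overnight treatment with compound plus oleate · Measured by – fluorescence imaging, 20x objective, two fields per well · Read-out – percent inhibition of filter-corrected integrated lipid droplet intensity per well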
# Insulin prom up: insulin promoter activators in MIN6 cells, imaging, high-content screening, mouse beta cells; 190,000 tested, 0.3% active; MIN6 insulin promoter-GFP reporter; hits give high values; AID 1625, 2009; z-score at 5 µM;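 active means z-score above 3 at 5 µM with at least 500 cells counted in the well; inconclusive means wells under 500 cells, flagged as cytotoxic or low count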
# WT yeast gro inh: growth inhibition of WT strain, primary screen, mitochondrial fusion inhibitor project, WT and mutant strains, chemical genetic; mitochondrial fusion phenotypic screen; inhibition, % at 10 µM; 190,000 tested, 2.1% active; AID 1362, 2008; in the data active means inhibition above about 58%; tested in S. cerevisiae
# b-catenin transl: modulators of beta-catenin nuclear translocation, primary screen, imaging, HeLa cells, immunofluorescence, high-content. 190,000 tested, 0.3% active. nuclear translocation activity, % at 5 µM;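 active means nuclear translocation activity above 50% at 5 µM, with a well cell count of 50 or more; inconclusive means wells under 50 cells across six images, flagged as toxic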;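 further: per-cell ratio of nuclear to cytoplasmic median beta-catenin stain intensity; plate controls were DMSO negative control for no effect and GSK-3 inhibitor IX positive control for full effect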
#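 Test system: human HeLa cells, native beta-catenin. Compound dosing: 5 µM primary single dose, 0.1% DMSO, 0.02–20 µM confirmation series. Incubation: compound exposure 24 h at 37°C. Detection: beta-catenin immunostaining with DAPI counterstain, 20x imaging, 6 fields/well. Read-out basis: Nuclear/cytoplasmic beta-catenin signal ratio, % activation.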
# WT yeast gro inh mutant strain: second read-out of WT yeast gro inh, no call of its own (marks repeat the call); inhibition, %; mitochondrial fusion phenotypic screen, mutant strain inhibition
# Dynein transport cytoplasmic EGFP: also measured in Dynein transport; calls as there; z-score; measured here: cytoplasmic GR-EGFP intensity; hits give high values
# Dynein transport nuclear GR-EGFP: also measured in Dynein transport; calls as there; z-score; measured here: nuclear GR-EGFP intensity;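 lower value marks the stronger effect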
# Dynein transport cell count: further read-out of Dynein transport, marked with its call; z-score; measured here: cell count per field
# Insulin prom up cell count: further read-out of Insulin prom up, marked with its call; cell count; measured here: cytotoxicity, nuclei count;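 total cells summed across four imaged fields per well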
# Lipid droplet cells 6.5 µM: further read-out of Lipid droplet, marked with its call; cell count; measured here: cell count, cytotoxicity flag;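 cells counted across two imaged fields per well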
# b-catenin transl cell count 5 µM: further read-out of b-catenin transl, marked with its call; cell count; measured here: cell count, cytotoxicity flag
# MT stabilizer Hoechst-high %: further read-out of MT stabilizer, marked with its call; % Hoechst-high responders; measured here: nuclear condensation Hoechst responders;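 share of cells brighter than vehicle mean plus two SD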
# MT stabilizer cytotoxicity %: further read-out of MT stabilizer, marked with its call; toxicity, %; measured here: cytotoxicity by cell density;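 0% = mean cell density of plate MIN control wells and 100% = no cells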
# Autophagy mod cell loss 18 h: further read-out of Autophagy mod, marked with its call; toxicity, %; measured here: cell loss, nuclei count;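 cell loss after 18 h compound exposure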
# * = called active by the depositor; i = inactive; ? = inconclusive; / = not tested or not shown.
SMILES,Autophagy mod,Autophagy mod cell loss 18 h,MT stabilizer,MT stabilizer Hoechst-high %,MT stabilizer cytotoxicity %,ER stress rescue,Dynein transport,Dynein transport cytoplasmic EGFP,Dynein transport nuclear GR-EGFP,Dynein transport cell count,XIAP antagonists,Lipid droplet,Lipid droplet cells 6.5 µM,Insulin prom up,Insulin prom up cell count,WT yeast gro inh,WT yeast gro inh mutant strain,b-catenin transl,b-catenin transl cell count 5 µM
O=C(O)c1cc(-c2ccccc2)n[nH]1,i,4,3.8,1.8,1.3,-0.2%,-0.7,-0.26,-0.49,0.29,-3.2%,0,754,0.31,1217,16,7,-1.1,1253
O=C(Cc1ccccc1)NC(=S)Nc1cccc(C(F)(F)F)c1,i,5,2.3,1.7,8.9,-0.3%,1.3,-0.23,0.93,-0.25,-2.2%,/,/,-1,1189,15,1,-2.3,1351
CCOC(=O)c1c(CN2CCCCC2)n(C)c2ccc(OC)c(S(=O)(=O)c3ccccc3)c12,i,-4,2.0,1.0,1.3,0.0%,2,0.41,2.1,-1.8,-7.2%,2,708,-0.86,1093,7,-2,0.2,1067
COc1ccc2ncc(S(=O)(=O)c3ccccc3)c(N3CCN(c4ccccc4)CC3)c2c1,i,21,1.7,1.6,11,-2.0%,-0.49,0.038,0.39,-1.1,-7.7%,17,750,1.4,1438,51,31,/,/
CCCCCN(C(=O)NC(=O)Nn1cnnc1)S(C)(=O)=O,i,-19,2.5,2.2,10,-1.1%,-0.48,-0.083,-0.099,0.18,4.2%,/,/,1.8,1162,9,1,-0.8,1201
CCOC(=O)C(C)Sc1nc2c(c(=O)[nH]c(=O)n2C)n1C/C=C(/C)Cl (stereo not drawn),i,-4,5.2,2.9,7.4,-1.6%,0.18,-0.23,0.38,-0.35,-3.9%,/,/,-0.25,1247,10,3,1.6,1403
O=C(CN1C(=O)CSc2ccccc21)Nc1ccc2c(c1)OCCO2,i,-6,4.5,2.3,1.2,1.1%,-0.82,-0.24,-0.49,0.81,-5.6%,17,817,0.13,874,-2,-1,/,/
O=C(NCCCNCc1ccccc1)/C(=N\O)c1ccccc1,i,-26,5.4,3.5,16,-0.1%,0.32,-0.27,-0.28,-0.047,-3.1%,/,/,0.01,1523,-38,-36,-3.8,997
COc1cccc(C2c3c(-c4ccccc4O)n[nH]c3C(=O)N2Cc2ccco2)c1 (stereo not drawn),/,/,/,/,/,/,-0.35,-0.27,-0.24,1.6,/,6,683,-0.03,1053,/,/,0.8,1321
C=CCNC1=C(Cl)C(=O)N(c2ccccc2Cl)C1=O,i,7,3.4,1.1,9.8,-1.0%,-1.3,-0.36,-0.38,1.2,-0.2%,/,/,0.05,1345,-10,-1,-1.6,957
Cc1ccc(NC2c3ncccc3C(=O)N2Cc2cccs2)cc1C (stereo not drawn),i,-1,2.1,2.6,10,-0.3%,1.8,-0.078,0.86,-1.7,3.1%,-17,603,-0.45,1566,29,-28,-2.8,1103
COCC(O)CNc1ccccc1 (stereo not drawn),i,4,1.5,1.9,4.6,-0.3%,0.65,0.25,0.8,-1,-1.0%,-28,621,/,/,7,3,0.3,1034
Cc1noc2ncc(C(=O)c3cc(F)ccc3O)cc12,i,-5,3.0,2.5,7.4,-3.1%,-0.24,-0.21,-0.3,0.22,-4.7%,9,818,/,/,8,13,-11,1050
O=C(O)CSc1nnc(-c2ccncc2)n1-c1ccc(Cl)cc1,i,1,1.8,2.5,9.5,-3.1%,-0.73,-0.25,-0.44,1.6,-4.4%,5,704,-0.47,752,-1,4,-0.2,1242
CCc1nnc(NC(=O)C(C)Sc2ccccc2)s1 (stereo not drawn),i,17,3.3,2.8,9.4,1.9%,0.049,-0.14,0.07,-0.29,-1.6%,/,/,?,/,3,-3,/,/
CCOC(=O)c1cc(C#N)c(SCC(=O)Nc2ccc(C(C)=O)cc2)[nH]c1=O,/,/,/,/,/,/,0.54,-0.12,0.18,-2,/,29,788,-0.04,1119,/,/,-1.8,1359
Cc1ccc2[nH]c(=O)c(-c3nc4c(C)cccn4c3NCc3ccco3)cc2c1,i,21,5.1,2.0,7.5,1.1%,-0.28,-0.1,0.2,0.21,-3.2%,/,/,0.26,1430,/,/,-4.5,1032
Cc1oc2cc([N+](=O)[O-])c(O)c([N+](=O)[O-])c2c1C(=O)c1ccc(Cl)cc1,/,/,/,/,/,/,-0.24,-0.18,-0.066,0.0033,/,7,685,1.1,1496,/,/,-4.9,1289
CC1=NNC(=O)C1C(c1ccccc1)C(C#N)C#N (stereo not drawn),i,-2,2.5,1.0,9.6,-3.1%,-1.1,0.61,-0.52,0.63,2.2%,11,793,/,/,-1,-17,-17,1222
COC(=O)c1ccc2nc(NC(=O)C(C)(C)C)sc2c1,i,6,2.4,2.6,1.1,-3.8%,0.36,-0.25,0.11,0.6,-6.7%,-20,698,0.2,1208,6,20,3.0,1091
O=C(CSc1nc2c(sc3ccccc32)c(=O)n1-c1ccccc1)NCc1ccco1,i,2,3.4,3.9,3.2,-0.7%,0.085,-0.24,0.096,-0.0011,-18%,-7,657,-0.33,1113,-4,7,-2.4,431
CC1CCN(C(=O)c2cc3nc(-c4ccccc4)cc(-c4ccccc4)n3n2)CC1,i,-10,1.5,1.7,6.1,-3.0%,-0.49,-0.22,-0.33,0.17,-4.9%,-2,766,-1.2,939,19,23,-2.9,1209
Cc1cc(C)n(-c2nc3ccccc3c(=O)n2OCCOc2ccccc2)n1,i,2,2.7,2.2,16,-0.2%,-0.48,-0.26,0.4,-0.11,-5.4%,0,708,/,/,-8,-7,0.7,1066
CNCCOc1ccccc1OC(C)C,i,11,4.9,2.8,6.5,0.1%,-0.3,0.16,0.48,-0.15,-1.7%,4,693,0.62,1673,-10,-2,-5.9,1140
Clc1ccc(-n2cccc2/C=N/n2cnnc2)cc1,i,-4,1.9,1.5,9.8,1.9%,1.6,-0.25,0.35,0.23,-2.8%,/,/,-0.06,854,2,-18,/,/
CC(=O)C1=C(C)NC(SCc2cccc3ccccc23)=C(C#N)C1c1ccco1 (stereo not drawn),i,37,6.3,2.7,5.3,-1.1%,-0.29,-0.24,-0.2,0.73,-20%,-3,673,0.32,1376,21,14,-0.7,1095
CC(C)CC(NC(=O)OC(C)(C)C)C(=O)NC(C(=O)NC(C)C(N)=O)C(C)C (stereo not drawn),i,1,1.8,1.4,11,-2.7%,0.28,-0.2,0.41,-0.57,-12%,-4,683,/,/,1,0,0.8,1033
COC(=O)c1ccccc1NC(=O)CCc1ccccc1,i,-12,4.4,3.0,3.8,-1.0%,-0.55,-0.28,-0.59,0.81,-3.9%,-2,740,0.05,1108,-16,5,1.9,521
COc1cc(/C=N\NC(=O)C2CC3C=CC2C3)ccc1O (stereo not drawn),i,-8,2.7,1.5,10,11%,-0.014,-0.24,0.0081,0.21,-0.9%,1,736,0.55,1366,4,2,-2.0,974
COc1ccccc1C(=O)NCC(=O)N/N=C/c1ccncc1,i,-7,2.8,2.0,1.3,-0.7%,1.5,-0.17,0.32,-1,-4.8%,6,720,0.19,1237,12,7,0.1,1513
O=C(NCCOC(=O)c1ccc(S(=O)(=O)N2CCOCC2)cc1)c1cccnc1,i,3,4.3,2.2,4.0,-0.9%,1.2,-0.17,0.91,-0.14,-1.8%,-1,749,-0.88,1393,3,1,/,/
CCc1c(C)nc(N)nc1OCC(F)(F)C(F)F,i,1,5.5,4.8,3.3,-1.3%,-0.32,-0.32,-0.057,0.56,-4.8%,/,/,0.45,1200,-5,2,-2.9,910
Cn1c(=O)c2c(ncn2CC(O)CNc2ccc(F)cc2)n(C)c1=O (stereo not drawn),/,/,/,/,/,/,-0.53,-0.27,-0.29,1.2,/,3,666,-0.64,1459,/,/,1.2,1113
C=CCNC(=S)Nc1c(N)n(C)c(=O)n(C)c1=O,/,/,/,/,/,/,0.21,-0.25,0.018,0.19,/,-19,684,-1.2,1360,/,/,-0.6,1153

# A draw from above in order of SMILES length, lowest first:
SMILES,Autophagy mod,Autophagy mod cell loss 18 h,MT stabilizer,MT stabilizer Hoechst-high %,MT stabilizer cytotoxicity %,ER stress rescue,Dynein transport,Dynein transport cytoplasmic EGFP,Dynein transport nuclear GR-EGFP,Dynein transport cell count,XIAP antagonists,Lipid droplet,Lipid droplet cells 6.5 µM,Insulin prom up,Insulin prom up cell count,WT yeast gro inh,WT yeast gro inh mutant strain,b-catenin transl,b-catenin transl cell count 5 µM
C=CCNC(=S)Nc1c(N)n(C)c(=O)n(C)c1=O,/,/,/,/,/,/,0.21,-0.25,0.018,0.19,/,-19,684,-1.2,1360,/,/,-0.6,1153
Cn1c(=O)c2c(ncn2CC(O)CNc2ccc(F)cc2)n(C)c1=O (stereo not drawn),/,/,/,/,/,/,-0.53,-0.27,-0.29,1.2,/,3,666,-0.64,1459,/,/,1.2,1113
COc1cccc(C2c3c(-c4ccccc4O)n[nH]c3C(=O)N2Cc2ccco2)c1 (stereo not drawn),/,/,/,/,/,/,-0.35,-0.27,-0.24,1.6,/,6,683,-0.03,1053,/,/,0.8,1321

# High-throughput results deposited in PubChem BioAssay by several laboratories.
